Screening results as filed in PubChem.
LYP act: increases human PTPN22 phosphatase activity; activation, % at 2 µM; actives 0.11% (n = 96,000); Q9Y2R2; recombinant LYP, DiFMUP fluorescence; 0 = plate median, 100 = signal doubled;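 active = activation at 2 µM above a set limit, the mean plus 5 SD, cut at about 37% in these data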
Plk1 PBD FP: inhibitors of human Plk1 polo box domain binding; P53350; Plk1 PBD phosphopeptide binding, fluorescence polarization; inhibition, %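 (tested at about 20 µM)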; actives 0.13% (n = 97,000); AID 693; in the data active = inhibition above about 34%, passing the limit was not always enough
Target sequence (P53350 whole entry, looked up, the tested form may be a part): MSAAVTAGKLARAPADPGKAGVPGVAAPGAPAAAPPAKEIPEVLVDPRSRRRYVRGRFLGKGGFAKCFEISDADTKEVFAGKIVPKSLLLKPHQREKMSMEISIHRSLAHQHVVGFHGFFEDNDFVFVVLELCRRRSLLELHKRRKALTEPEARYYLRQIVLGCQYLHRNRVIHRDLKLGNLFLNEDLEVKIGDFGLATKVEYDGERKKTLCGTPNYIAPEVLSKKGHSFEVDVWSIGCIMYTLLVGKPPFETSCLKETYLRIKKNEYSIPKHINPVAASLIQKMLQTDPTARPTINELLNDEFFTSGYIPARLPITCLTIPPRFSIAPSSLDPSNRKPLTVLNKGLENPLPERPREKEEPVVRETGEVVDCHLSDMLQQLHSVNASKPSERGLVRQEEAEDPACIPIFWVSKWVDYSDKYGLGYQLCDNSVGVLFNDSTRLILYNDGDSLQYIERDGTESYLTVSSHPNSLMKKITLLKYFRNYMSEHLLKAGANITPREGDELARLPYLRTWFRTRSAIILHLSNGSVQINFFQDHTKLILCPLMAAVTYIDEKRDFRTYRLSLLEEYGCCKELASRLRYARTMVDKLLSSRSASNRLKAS
EphB4 ephrin blk: blocks human EphB4 binding to ephrin-B2; EphB4 LBD / TNYL-RAW-Alexa532 peptide, fluorescence polarization; inhibition, % at 7 µM; actives 0.15% (n = 97,000); AID 720;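 active = inhibition above the screen-wide mean inhibition plus 3 SD, cut at about 15% in these data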;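 note: 0% = DMSO wells and 100% = excess unlabeled TNYL-RAW peptide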
PLK1 inh: inhibitors of human PLK1 kinase; recombinant PLK1 kinase, TR-FRET peptide phosphorylation; actives 0.53% (n = 97,000); P53350; AID 619; inhibition, % at 10 µM;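 active = inhibition of 50% or more in the single-concentration screen; inactive = inhibition below 50%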;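 note: 0% = DMSO max control and 100% = H-89 dihydrochloride min control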
Rev-RRE block: HIV Rev-RRE protein-RNA interaction inhibition. actives 0.79% (n = 97,000). inhibition, % at 8 µM. Rev peptide-RRE RNA binding, FRET;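 active = inhibition above the screen-wide mean plus 3 SD, cut at about 35% in these data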;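 note: 0% = median DMSO wells and 100% = median Neomycin B control wells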
Target sequence (P05866 whole entry, looked up): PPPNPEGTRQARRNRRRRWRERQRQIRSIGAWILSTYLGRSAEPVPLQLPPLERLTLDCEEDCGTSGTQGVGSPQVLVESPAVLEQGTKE
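Test system: labelled RRE RNA duplex and labelled Rev peptide. Times: 5 min compound–RNA preincubation, then 15 min with peptide, 25 °C. Doses: single-dose 8 µM. Measured by: FRET, excitation 480 nm, emission 540 nm donor and 671 nm acceptor. Measure: % inhibition of FRET ratio versus controls.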
Candida biofilm: kills Candida albicans biofilms | C. albicans biofilm + clotrimazole, Alamar Blue | inhibition, % at 6 µM | actives 0.14% (n = 85,000);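 active = inhibition above 20%; inactive = inhibition below 20%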;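 note: preformed 24 hr biofilms exposed to compound for 48 hr; 0% = biofilm without compound and 100% = blank killed by clotrimazole plus chlorhexidine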
CYP2C9 activ: CYP2C9 (human) activation; recombinant CYP2C9, luciferin-H conversion, luminescence; stronger effect = higher value; factor 1 = untreated enzyme, 0 = blocked; activation factor at 5 µM; AID 1024; P11712; actives 1.4% (n = 96,000);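 active = activation factor of 2 or more for CYP2C9 at a 5 µM dose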;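 note: 0 = sulfaphenazole-blocked wells and 1 = vehicle-only wells; values of inactives mirror those of a sister screen read the other way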
LYP inh 2: blocks human PTPN22 phosphatase activity; inhibition, % at 2 µM; recombinant LYP catalytic domain, DiFMUP fluorescence; Q9Y2R2; actives 0.21% (n = 96,000);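 active = inhibition at 2 µM at or above a set limit, the screen mean plus 3 SD, cut at about 24% in these data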;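 note: 0% = DMSO with enzyme and 100% = enzyme fully blocked by orthovanadate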
CYP2C9 inh: blocks human cytochrome P450 2C9 | actives 20% (n = 96,000) | CYP2C9 Supersomes, luciferin-H conversion, luminescence | P11712 | inhibition, % at 5 µM;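 active = blocking of liver enzyme CYP2C9 beyond about 50% at 5 µM, limit read from the data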; note: values of inactives mirror those of a sister screen read the other way
* = called active by the depositor; . = no result given.

SMILES | LYP act | Plk1 PBD FP | EphB4 ephrin blk | PLK1 inh | Rev-RRE block | Candida biofilm | CYP2C9 activ | LYP inh 2 | CYP2C9 inh
COc1ccc(C2=NOC(C(=O)NCc3ccc(F)cc3)C2)cc1OC (stereo not drawn) | -2 | -16 | 4 | -15 | 10 | 13 | 0.9 | -2 | 6
CC(C)(C)c1n[nH]c(=S)n(N)c1=O | -5 | -19 | 4 | -9 | 9 | 5 | 1.1 | 3 | -10
Nc1ncnc(Nc2cccc(C(F)(F)F)c2)n1 | 12 | 0 | 8 | 77* | 7 | 5 | 1.1 | -11 | -10
COc1ccccc1Oc1nnnn1-c1ccc(C(N)=O)cc1 | -2 | -18 | 8 | -29 | 13 | -3 | 0.9 | 4 | 12
C=CCn1c(SCC(=O)Nc2c(C)n(C)n(-c3ccccc3)c2=O)nc2scc(-c3ccccc3)c2c1=O | 4 | 9 | -2 | -11 | 9 | 3 | 0.2 | -5 | 83*
CCOC(=O)C1(C)NC(c2ccc(N(C)C)cc2)C2C(=O)N(c3ccc(OC)cc3)C(=O)C21 (stereo not drawn) | 12 | 14 | -10 | -1 | -1 | 8 | 0.8 | -14 | 22
O=C(CN1CCSCC1)c1c[nH]c2ccccc12 | 2 | -4 | 1 | -10 | 11 | -1 | 0.6 | 0 | 37
Cn1c(=O)oc2cc(S(=O)(=O)N3CCCC(C(=O)NCCN4CCOCC4)C3)ccc21 (stereo not drawn) | 7 | 26 | -7 | 16 | 1 | -3 | 1 | -11 | 3
CC(=O)OC(C(=O)Nc1ccccc1C)C(OC(C)=O)C(OC(C)=O)C(OC(C)=O)C(=O)Nc1ccccc1C (stereo not drawn) | -5 | -10 | 3 | -12 | 7 | 8 | . | 6 | .
COc1cccc(-n2nnc3c(=O)n(CC(=O)N4CCC(C)CC4)cnc32)c1 | -8 | -18 | 5 | -6 | 3 | 7 | . | 3 | .
COCCOC(=O)c1[nH]c2c(c1C)C(=O)CC(c1ccccc1)C2 (stereo not drawn) | -8 | 4 | 0 | -1 | 5 | 8 | . | 8 | .
FC(F)(F)c1cccc(NC(=S)NCCc2ccccn2)c1 | -4 | -8 | -6 | -2 | -4 | . | 1 | 4 | -1
CCOC(=O)c1c(N)sc(C(O)(C(F)(F)F)C(F)(F)F)c1-c1ccc(OC)cc1OC | 7 | 4 | -4 | -4 | 5 | 6 | 0.3 | -6 | 72*
N#C/C(=C1/CCCCCN1)c1nc2ccccc2s1 | -8 | -21 | 2 | -14 | 24 | -3 | 1 | 5 | 3
CCc1nnc(NC(=O)C2CCN(c3cnccn3)CC2)s1 | 2 | -23 | -6 | -12 | 2 | 3 | 0.8 | -3 | 25
CCOC(=O)CSC1=NC(=O)/C(=C\c2ccc(Cl)cc2)S1 | -15 | -34 | 2 | -5 | 25 | . | 0.6 | 17 | 38
Cc1cccc(OCCCCc2c(C)n[nH]c2C)c1 | -9 | -21 | -7 | -13 | 15 | -1 | 0.2 | 8 | 76*
Cc1ccc(CN2C(=O)C(C)(C)Oc3ccc(C(=O)N4CCCCC4)cc32)cc1 | -9 | -9 | -4 | -9 | 4 | 3 | 0.4 | 8 | 57*
Cc1ccc2c(c1)c1ncnc(N3CCc4ccccc4C3)c1n2C | -7 | -26 | 1 | -9 | 5 | 4 | 0.3 | 6 | 73*
CCOC(=O)C1C(=O)NC(N2CCN(c3ccccc3)CC2)=NC1c1ccccc1 (stereo not drawn) | -3 | 4 | 11 | -6 | 4 | 3 | 1.1 | 4 | -6
CC(=O)C1C(c2ccccc2OC(F)F)NC(=O)NC1(O)C(F)(F)F (stereo not drawn) | -7 | -9 | -1 | -25 | 3 | 7 | 0.9 | 5 | 14
CN(C)CCOCCOc1ccccc1-c1ccccc1 | 2 | -10 | -2 | -7 | 3 | . | 1 | 1 | -4
O=C(O)C1CC1c1ccc(Br)cc1 (stereo not drawn) | -1 | -10 | -1 | -6 | 3 | 0 | 1.1 | 0 | -13
CCOC(=O)N1CCN(C(=O)CSc2nnc(-c3cccc(OC)c3)o2)CC1 | -13 | -4 | 0 | -13 | 7 | 4 | 0.5 | 13 | 54*
COc1ccc(Nc2ncnc3c2cnn3-c2ccccc2)cc1OC | 0 | -21 | -8 | 17 | 0 | 13 | 1.1 | -1 | -5
CC(C)(C)N1CC(c2nc3ccccc3n2Cc2ccc(Cl)cc2)CC1=O (stereo not drawn) | -1 | -25 | 0 | -11 | 10 | 7 | 0.1 | 5 | 93*
CCn1c(=O)cc(OCC(=O)NCC2CCCO2)c2ccccc21 (stereo not drawn) | 6 | 6 | -3 | 0 | 1 | -3 | 1.2 | -6 | -23
c1ccc2c(c1)[nH]c1c(N3CCN(C4CCCCC4)CC3)ncnc12 | 4 | 12 | -7 | -7 | 5 | 0 | . | -6 | .
CCOC(=O)C1C(c2cccs2)NC(=O)N(C)C1(O)C(F)(F)F (stereo not drawn) | -5 | -10 | -1 | -10 | 3 | 7 | 0.9 | 7 | 8
Cc1nn(-c2ccc(C(=O)Nc3nnc(C4CC4)s3)cc2)c(C)c1Cl | -2 | 3 | 6 | -7 | 0 | . | 0.5 | 1 | 45

Two of the compounds above, with two lines to a compound:
Value order – LYP act | Plk1 PBD FP | EphB4 ephrin blk | PLK1 inh | Rev-RRE block | Candida biofilm | CYP2C9 activ | LYP inh 2 | CYP2C9 inh
> CCOC(=O)CSC1=NC(=O)/C(=C\c2ccc(Cl)cc2)S1
  -15 | -34 | 2 | -5 | 25 | . | 0.6 | 17 | 38
> Cc1cccc(OCCCCc2c(C)n[nH]c2C)c1
  -9 | -21 | -7 | -13 | 15 | -1 | 0.2 | 8 | 76*

Further entries
SMILES | LYP act | Plk1 PBD FP | EphB4 ephrin blk | PLK1 inh | Rev-RRE block | Candida biofilm | CYP2C9 activ | LYP inh 2 | CYP2C9 inh
N#Cc1c(Cl)c(Cl)c2nnc(-c3ccc(Br)cc3)n2c1Cl | -10 | 9 | -5 | -11 | 13 | . | 0.1 | 14 | 94*
COc1ccc(NC(=O)c2cc(Cl)ccc2NC(=O)c2ccco2)c(OC)c1 | 5 | 8 | -3 | -42 | 7 | 5 | 0.1 | -3 | 94*
Cc1ccc(CCN2CC(C(=O)N3CCN(c4ccc(F)cc4)CC3)CC2=O)cc1 (stereo not drawn) | -8 | 5 | 0 | -8 | 7 | 9 | 1.1 | 10 | -9
COc1ccc(S(=O)(=O)N2CCCC(C(=O)O)C2)cc1 (stereo not drawn) | -8 | 3 | 3 | 3 | 13 | 4 | 1.3 | 8 | -29
O=C(Nc1ccc(Cc2ccncc2)cc1)c1ccc(Br)o1 | 2 | -11 | 2 | -5 | 5 | 9 | 0 | -3 | 97*
CCCc1oc(C(=O)O)cc1CN1CCCC1 | -6 | 22 | -2 | -2 | 3 | 1 | 0.9 | 8 | 9
CCNC(=O)COc1ccc(Br)cc1Cl | -6 | -17 | -4 | -11 | 7 | 6 | 0.4 | 9 | 57*
Cc1cccc(OCC(=O)NNc2c3ccccc3nc3ccccc23)c1 | -5 | 17 | -1 | -11 | 2 | . | 2* | 8 | -95
O=C(COc1ccc(Br)cc1)N1CCN(c2ccccc2)CC1 | 10 | 13 | -4 | -11 | 12 | 4 | 0.6 | -9 | 37
COCc1cc(C)c(C#N)c(=S)[nH]1 | 2 | -1 | -2 | -21 | 7 | . | 1 | -1 | 1
COc1cccc(CN2CCN(S(=O)(=O)c3ccc(Br)cc3)CC2)c1 | 0 | -21 | -1 | -10 | 11 | 4 | 0.4 | -1 | 61*
CCOc1ccc(C(CCc2ccccc2)NC(=O)c2ccccc2OC)cc1OCC (stereo not drawn) | -1 | -20 | 6 | -6 | -2 | . | 0.2 | 2 | 85*
O=C(N/N=C/c1cccc(C(F)(F)F)c1)C1CCN(c2ncc(C(F)(F)F)cc2Cl)CC1 | -4 | 20 | -5 | -14 | 12 | . | 1.6 | 8 | -61
Cc1ccc(S(=O)(=O)NC(CC(=O)O)c2ccccc2)c(C)c1 (stereo not drawn) | 4 | -8 | -1 | 6 | 2 | 3 | 0.8 | -4 | 24
CC(=O)Oc1cc2oc(=O)c3c(c2cc1Cl)CCC3 | -2 | 18 | -8 | -4 | -1 | . | 1.1 | 0 | -5
COC(=O)Cn1cnc2c(C#N)c3n(c2c1=O)CCCCC3 | 10 | 4 | 3 | -6 | -1 | 4 | 0.9 | -16 | 12
CCN(CC)S(=O)(=O)c1ccc(Oc2ccc(S(=O)(=O)N(CC)CC)cc2)cc1 | -6 | -7 | 0 | -3 | 6 | 3 | 0.1 | 8 | 87*
O=c1c2c3c(sc2nc2n1CCCC2)CCCCC3 | 5 | -21 | -1 | 1 | 1 | 3 | 0.4 | -4 | 62*
CC1CCN(S(=O)(=O)c2ccc(Cl)cc2Br)CC1 | -2 | -5 | 4 | -16 | 10 | 9 | 1.7 | 0 | -71
CC(=O)Nc1ccc(NC(=O)C2CC(=O)N=C(N)S2)cc1 (stereo not drawn) | 6 | -38 | -2 | -19 | 4 | . | 1 | -6 | 1
CCN(CC)c1ccc(C(=O)OCC(=O)NC2CCCCC2C)cc1 (stereo not drawn) | 9 | -16 | 14 | -8 | 10 | . | 1.3 | -10 | -26
CCC(C(=O)Nc1ccccc1C(=O)N1CCCC1)N1C(=O)c2ccccc2C1=O (stereo not drawn) | -10 | -8 | 4 | -10 | 3 | 8 | 0.7 | 11 | 25
CC(C)NC(=O)c1ccccc1S(=O)(=O)c1ccccc1C#N | 2 | 17 | -2 | -6 | 4 | . | 0.9 | 0 | 6
CCOCc1nnc(NC(C)=O)s1 | -5 | -26 | 6 | -11 | 7 | -3 | 0.9 | 6 | 6
CCOC(=O)c1cnc(-n2nc(C)cc2C)nc1NCc1ccccc1 | -8 | -23 | -3 | -1 | 13 | 3 | 0.3 | 5 | 68*
O=C(O)C1C2C=CC(C2)C1C(=O)NC1CCS(=O)(=O)C1 (stereo not drawn) | 5 | 19 | -8 | 2 | 2 | 6 | 1 | -6 | 3
O=C(CSc1nnc(-c2ccc3c(c2)OCCO3)o1)NC1CCCCC1 | -1 | -18 | 5 | -11 | 3 | 9 | 1.1 | 1 | -11
CCN(CC)C(=O)C1CCCN(c2ccc([N+](=O)[O-])cc2/C=N/NC(=O)c2cccc([N+](=O)[O-])c2)C1 (stereo not drawn) | -11 | -12 | 6 | -5 | -2 | . | 0.6 | 13 | 45
CCCCNC(=O)C(=O)c1ccccc1NC(C)=O | -4 | 9 | -6 | -7 | 1 | . | 0.8 | 8 | 15
COc1cccc(Cn2cccc(NC(=O)Nc3ccc(C#N)cc3)c2=O)c1 | -2 | -2 | 3 | -1 | 7 | 0 | 1 | 3 | 2

Next section, overlapping the part above by two compounds.
SMILES | LYP act | Plk1 PBD FP | EphB4 ephrin blk | PLK1 inh | Rev-RRE block | Candida biofilm | CYP2C9 activ | LYP inh 2 | CYP2C9 inh
CCCCNC(=O)C(=O)c1ccccc1NC(C)=O | -4 | 9 | -6 | -7 | 1 | . | 0.8 | 8 | 15
COc1cccc(Cn2cccc(NC(=O)Nc3ccc(C#N)cc3)c2=O)c1 | -2 | -2 | 3 | -1 | 7 | 0 | 1 | 3 | 2
Cc1ccc(S(=O)(=O)NCC(=O)OCC(=O)Nc2ncc(Cl)cc2Cl)cc1 | -3 | -23 | -10 | 1 | 7 | 1 | 0.9 | 7 | 13
N#Cc1cc(-c2ccccc2)nnc1Oc1ccccc1 | 17 | -14 | -14 | -11 | 0 | . | 0.8 | -12 | 24
Cc1cc(C(F)(F)F)c(C#N)c(N2CCOCC2)n1 | 6 | 13 | 3 | -8 | 5 | 4 | 1.6 | -2 | -57
Cc1ccc(N(CC(=O)Nc2ccc(S(=O)(=O)N3CCOCC3)cc2)S(C)(=O)=O)cc1C | -7 | -29 | -1 | -8 | 8 | 6 | 0 | 5 | 98*
C=CCSc1nc(N(CC)CC)c2sccc2n1 | -4 | -6 | 2 | -8 | 21 | . | 1 | 6 | -3
